LANA DNA inh – inhibitors of KSHV C-LANA binding to DNA, primary screen, biochemical, fluorescence polarization, FAM-LBS DNA, MBP-C-LANA, single point; inhibition, % at 9 µM; Kaposi's sarcoma herpesvirus LANA C-terminal domain (residues 932-1162) DNA binding; actives 0.078% (n = 340,000);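 active = highest replicate inhibition at or above 60% at 9 µM, even if other replicates fall short; inactive = all replicates below 60% inhibition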;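 note: 0% = neutral control wells and 100% = 4 µM acridine orange control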
SR-BI uptake up – activators of SR-BI mediated DiI-HDL uptake, primary screen, ldlA[mSR-BI] CHO cells, DiI fluorescence | 3 h; 100 = double the neutral-control signal | actives 0.096% (n = 320,000) | AID 504775, 2011 | activation, % at 12.5 µM;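 active = mean replicate activation of at least 60% and every replicate at or above 60%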;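 note: 0% = median plate neutral-control signal and 100% = twice that signal; values of inactives mirror those of a sister screen read the other way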
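Material – SR-BI-overexpressing, LDLR-lacking CHO cells · Medium – BSA-supplemented, HEPES-buffered Ham's F12, pH 7.4 · Doses – single concentration · Times – compound with DiI-HDL co-incubation, 3 h at 37 °C · Measured by – bottom-read fluorescence, 550/595 nm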
Keap1 Nrf2 FP – Keap1-Nrf2 protein-protein interaction inhibitors, primary screen, biochemical, fluorescence polarization, single point. Keap1 Kelch-Nrf2 peptide fluorescence polarization, 1536-well. inhibition, % at 9.4 µM. actives 0.15% (n = 340,000). AID 504523, 2011; in the data active = inhibition above about 12%;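 note: human Keap1 Kelch domain with fluorescein labeled Nrf2 9mer peptide probe; 0% = neutral control wells and 100% = peptide positive control; higher means more block of Keap1 binding to Nrf2 peptide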
Target sequence (Q14145 whole entry, looked up, the tested form may be a part): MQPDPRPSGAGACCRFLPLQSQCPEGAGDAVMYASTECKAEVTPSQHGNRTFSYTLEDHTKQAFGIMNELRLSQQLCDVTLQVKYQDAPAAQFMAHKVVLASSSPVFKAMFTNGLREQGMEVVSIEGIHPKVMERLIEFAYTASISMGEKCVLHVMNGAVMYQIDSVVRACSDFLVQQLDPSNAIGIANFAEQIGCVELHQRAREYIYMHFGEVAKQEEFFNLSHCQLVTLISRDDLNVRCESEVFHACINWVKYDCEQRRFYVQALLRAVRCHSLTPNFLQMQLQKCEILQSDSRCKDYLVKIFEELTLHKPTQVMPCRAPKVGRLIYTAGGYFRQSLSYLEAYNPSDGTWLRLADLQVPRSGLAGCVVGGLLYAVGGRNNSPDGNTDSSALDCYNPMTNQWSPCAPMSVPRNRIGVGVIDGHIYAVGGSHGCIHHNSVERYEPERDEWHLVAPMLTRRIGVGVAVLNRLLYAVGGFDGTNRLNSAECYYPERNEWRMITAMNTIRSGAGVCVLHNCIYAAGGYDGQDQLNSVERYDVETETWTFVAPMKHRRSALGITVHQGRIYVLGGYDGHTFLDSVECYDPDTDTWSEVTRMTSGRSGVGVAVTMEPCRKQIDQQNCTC
Rtt109 HAT inh – inhibitors of C. albicans Rtt109/Vps75 HAT, primary screen, biochemical, ThioGlo CoA-SH fluorescence, plate reader | Histone acetyltransferase RTT109 (Candida albicans (strain SC5314 / ATCC MYA-2876)), … | purified Rtt109/Vps75, 4 h | inhibition, % at 34.9 µM | actives 0.16% (n = 330,000);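 active = inhibition of at least 50% in every replicate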
CAL PDZ FP-1 – CAL PDZ peptide-binding inhibitors, primary screen, biochemical, fluorescence polarization, Cer-tagged CAL PDZ, HTS. Golgi-associated PDZ and coiled-coil motif-containing protein (Homo sapiens), Q9HD26. purified CAL PDZ, TMR-peptide fluorescence polarization, 1 h. inhibition, % at 20 µM. actives 0.02% (n = 330,000). AID 504414, 2011;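 active = highest replicate inhibition of at least 40%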;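 note: plate controls were DMSO neutral control wells for no effect and unlabeled competitor peptide control wells for full effect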
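Material: tagged CAL PDZ domain; buffer or medium: 25 mM sodium phosphate pH 7.4, 150 mM NaCl, TCEP, IgG, Thesit; compound dosing: single point, 20 µM; schedule: 1 h incubation at room temperature before polarization reading; measured by: FP readout, S and P plane fluorescence; read-out basis: percent inhibition from loss of millipolarization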
PKA-R2B activ – activators of PKA-R2B holoenzyme, primary screen, biochemical, fluorescence polarization, Cy5-IP20, human | activation, % at 11.4 µM | PKA-R2B holoenzyme dissociation; R2B truncated from residue 108, S112A mutant; 0% DMSO only, 100% 113 µM cGMP | AID 504700, 2011 | actives 0.079% (n = 340,000) | cAMP-dependent protein kinase catalytic subunit beta (Homo sapiens) + cAMP-dependent …;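 active = activation above a cutoff set at the mean over all compounds plus 3 SD, cut at about 18% in these data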;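 note: higher means more holoenzyme dissociation and a rise in polarization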
Target sequence (P31323 whole entry, looked up, other chains not shown, the tested form may be a part): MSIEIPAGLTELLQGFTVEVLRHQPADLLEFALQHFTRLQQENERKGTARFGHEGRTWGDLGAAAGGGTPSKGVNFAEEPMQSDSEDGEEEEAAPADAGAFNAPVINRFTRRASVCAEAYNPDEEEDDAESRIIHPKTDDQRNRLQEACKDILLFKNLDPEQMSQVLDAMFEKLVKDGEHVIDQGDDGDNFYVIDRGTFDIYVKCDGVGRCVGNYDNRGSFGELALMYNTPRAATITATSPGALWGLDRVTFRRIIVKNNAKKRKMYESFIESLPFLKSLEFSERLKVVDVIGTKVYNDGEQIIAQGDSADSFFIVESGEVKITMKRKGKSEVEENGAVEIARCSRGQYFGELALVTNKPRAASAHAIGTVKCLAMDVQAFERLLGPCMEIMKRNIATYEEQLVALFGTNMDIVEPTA
DAGLB inhibitor – DAGLB lipase inhibitors, primary screen, biochemical, fluorescence, HTS; HEK293T DAGLB membrane lysate, EnzChek fluorogenic substrate; inhibition, % at 5.17 µM; actives 0.059% (n = 340,000); AID 504411, 2011; in the data active = inhibition above about 34%;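 note: 0% = enzyme with vehicle and 100% = wells lacking enzyme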
Cardiac RTF inh – cardiac RTF calcium sensitivity inhibitors, primary screen, biochemical, IANBD-TnC fluorescence, EC70 calcium. IANBD-labeled cardiac RTF, Ca2+ fluorescence. actives 0.12% (n = 340,000). Troponin I, cardiac muscle (Homo sapiens) + Troponin T, cardiac muscle (Homo sapiens) + …. AID 493244, 2011. inhibition, % at 7.15 µM;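 active = inhibition above the mean inhibition of all tested compounds plus 3 SD, cut at about 17% in these data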;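 note: assay run at fixed EC70 calcium of 1.6 mM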
CAL PDZ FP-2 – untagged CAL PDZ binding inhibitors, primary screen, biochemical, fluorescence polarization, HTS. purified CAL PDZ, TMR-peptide fluorescence polarization, 1 h. AID 602252, 2012. Golgi-associated PDZ and coiled-coil motif-containing protein (Homo sapiens), Q9HD26. actives 0.92% (n = 300,000). inhibition, % at 24.9 µM;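 active = mean inhibition of at least 30% with at least half of replicates also reaching 30%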;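 note: 0% = DMSO neutral control and 100% = excess unlabeled competitor peptide PRC23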
RTF Ca sens act – cardiac RTF calcium sensitivity activators, primary screen, biochemical, IANBD-TnC fluorescence, EC20 calcium; IANBD-labeled TnC RTF fluorescence at EC20 calcium; 0% EC20 calcium, 100% full calcium; actives 0.24% (n = 340,000); activation, % at 7.2 µM;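 active = activation above the mean over all tested compounds plus 3 SD, cut at about 30% in these data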;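 note: rise in fluorescence read as greater calcium sensitivity of cardiac thin filaments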
* = called active by the depositor; nt = not tested or not shown.

SMILES	LANA DNA inh	SR-BI uptake up	Keap1 Nrf2 FP	Rtt109 HAT inh	CAL PDZ FP-1	PKA-R2B activ	DAGLB inhibitor	Cardiac RTF inh	CAL PDZ FP-2	RTF Ca sens act
COc1ccc2oc(C(=O)OCC(=O)NCC3CCCO3)c(C)c2c1 (stereo unspecified)	-1.1	-1.6	-1.9	4.8	-0.7	-2.9	-1.7	-0.9	-0.9	-1.2
CCOc1ccc(C(=O)/C=C/c2cc(OC)c(OC)c(OC)c2)cc1	6.0	-41.3	-8.5	-0.1	-0.3	0.4	-4.6	-7.5	0.2	4.2
Nc1ccccc1C(=O)N1O[C@@H]2C=C[C@H]1C2	2.1	26.0	-4.4	2.9	-1.7	-3.8	-1.2	-8.5	-2.8	0.6
COc1ccc(S(=O)(=O)N2CCCOC2CNC(=O)C(=O)NCCCn2ccnc2)cc1 (stereo unspecified)	1.2	24.7	4.5	nt	-1.3	1.0	3.5	9.4	-8.3	-1.3
COc1ccc(CNC2CCCc3ccccc32)c(OC)c1 (stereo unspecified)	-0.1	-24.0	-5.1	0.5	-1.2	-2.4	-1.3	-1.3	-3.4	-5.5
COC(=O)C[C@H]1c2ccccc2S(=O)(=O)N1C(C)C	2.8	13.5	-2.1	-10.7	1.2	-15.5	-3.8	-4.4	-1.4	-6.4
CCOC(=O)c1c(-c2ccc(F)cc2)csc1/N=C/N(C)C	-1.9	-13.1	-0.5	6.6	-1.5	-18.5	-0.4	-3.4	10.0	-0.1
Cc1ccc(Cn2cccc(NC(=O)CCC3CCCC3)c2=O)cc1	-0.1	nt	2.1	0.8	-1.2	3.0	-8.0	-0.8	0.8	-0.3
CC1=C(C#N)CCC(=O)N1Cc1c(C)cc(C)cc1C	2.0	1.5	6.4	11.8	0.1	5.4	-1.9	-1.1	-1.9	-4.4
CCC(=O)N1CCc2cc(S(=O)(=O)CCC(=O)NCc3ccco3)ccc21	0.7	29.5	3.7	12.9	-2.1	-1.5	-2.3	-0.8	0.8	2.3
O=C(c1cc(-c2ccccn2)nc2ccc(Cl)cc12)N1CCN(CCc2ccccc2)CC1	1.8	-28.5	3.5	-3.1	-0.4	1.2	0.6	-2.6	-8.0	8.5
CS(=O)(=O)N(CC(=O)NCc1ccccc1)Cc1ccc(Cl)cc1	0.4	18.3	-1.3	6.5	-0.3	-1.7	0.9	-4.0	-2.1	-2.4
COc1cc(OC)nc(NC(C)=O)n1	-0.3	17.4	-4.6	0.0	-2.3	-3.7	4.2	0.3	nt	2.0
CCn1c2ccccc2c2cc(NC(=O)c3ccc([N+](=O)[O-])cc3)ccc21	3.2	-59.0	-4.2	-5.2	0.4	4.5	4.5	-1.7	-1.2	1.1
O=C(COC(=O)c1c(F)cccc1Cl)NC(=O)Nc1ccc2c(c1)OCCO2	-0.3	12.1	-2.0	8.3	-0.2	-11.1	-1.1	2.6	-1.6	0.8

6 compounds from above, showing only LANA DNA inh, DAGLB inhibitor and Keap1 Nrf2 FP.
structure	LANA DNA inh	DAGLB inhibitor	Keap1 Nrf2 FP
Cc1ccc(Cn2cccc(NC(=O)CCC3CCCC3)c2=O)cc1	-0.1	-8.0	2.1
CC1=C(C#N)CCC(=O)N1Cc1c(C)cc(C)cc1C	2.0	-1.9	6.4
CCC(=O)N1CCc2cc(S(=O)(=O)CCC(=O)NCc3ccco3)ccc21	0.7	-2.3	3.7
O=C(c1cc(-c2ccccn2)nc2ccc(Cl)cc12)N1CCN(CCc2ccccc2)CC1	1.8	0.6	3.5
CS(=O)(=O)N(CC(=O)NCc1ccccc1)Cc1ccc(Cl)cc1	0.4	0.9	-1.3
COc1cc(OC)nc(NC(C)=O)n1	-0.3	4.2	-4.6

The list continues.
SMILES	LANA DNA inh	SR-BI uptake up	Keap1 Nrf2 FP	Rtt109 HAT inh	CAL PDZ FP-1	PKA-R2B activ	DAGLB inhibitor	Cardiac RTF inh	CAL PDZ FP-2	RTF Ca sens act
CC1Cc2cc(S(=O)(=O)NCc3ccccc3)ccc2N1C(=O)C1CC1 (stereo unspecified)	-0.5	-18.8	-4.1	3.8	-1.8	-3.8	-0.7	-11.2	-22.1	-3.5
c1ccc(CSc2nnc(-c3ccccc3)c(-c3ccccc3)n2)cc1	0.3	-28.8	-7.9	-8.8	-3.2	-1.3	-10.8	-3.8	-4.4	7.5
O=c1cc(NC2CCCCC2)c2ccccc2o1	0.1	-31.9	-5.4	-4.9	-3.2	-10.9	2.8	-8.7	10.6	9.5
COc1ccccc1NC(=O)C(C)OC(=O)/C=C/c1ccc2ccccc2n1 (stereo unspecified)	0.0	-9.4	-9.4	-22.0	-3.1	2.1	-4.8	-6.4	-1.2	2.9
CCCn1c(C)cc(=O)c2cc(NC(=O)c3ccccn3)ccc21	-3.2	-28.0	-5.5	-1.3	-5.6	0.9	-3.8	-0.7	-11.8	-3.4
CNC(=O)N/N=C(\N)c1ccccn1	-1.3	18.1	0.9	-8.0	0.6	0.5	1.3	-3.8	0.5	2.7
CC(=O)NC(=S)Nc1ccccc1N1CCN(C(=O)c2ccccc2)CC1	-1.1	-68.0	2.3	8.1	-0.9	0.4	-6.1	-23.6	-5.9	3.3
C[C@H](CO)N1C[C@H](C)[C@@H](CN(C)S(=O)(=O)c2cccs2)Oc2c(NC(=O)C3CCCCC3)cccc2C1=O	0.1	7.7	-6.5	-0.2	-0.7	0.4	-5.4	1.4	-0.4	-4.6
Cc1ccc(OC(=O)c2ccc(C)c(C)c2)cn1	1.0	-7.1	-5.4	-2.8	-0.4	6.4	-9.8	-4.9	0.5	6.8
O=C(NNC(=S)NC(=O)c1cccnc1)c1ccc(F)cc1	-0.5	-24.9	2.8	7.5	-0.1	-2.0	-1.3	-2.6	-3.0	3.2
c1ccc(-c2ccc3sccc3n2)cc1	-0.8	2.4	-1.5	-3.7	-0.9	-4.7	-6.0	-10.0	0.7	-2.6
Cc1ccc2nc(NCc3ccccc3)c(C=NCc3cccnc3)c(=O)n2c1	0.3	nt	-7.4	0.7	-3.0	-2.9	-4.5	9.2	-2.7	2.6
OC(CNc1nc2ccccc2s1)c1ccccc1 (stereo unspecified)	-0.1	-18.9	-3.3	0.7	-2.2	5.0	-1.4	-14.7	0.1	4.8
NC(=O)COC(=O)c1oc2ccccc2c1CSc1ccc(Cl)cc1	1.3	-4.8	2.0	-3.9	-2.3	-7.2	-3.0	-5.9	-2.8	1.0
COc1ccc2oc(=O)c(/C(C)=N/NC(=O)c3ccncc3)cc2c1	-0.3	2.1	-3.3	2.1	-3.9	-6.3	-0.3	-16.2	-2.5	-7.1
CC1CCCC(NC(=O)COC(=O)c2ccc3ccccc3n2)C1C (stereo unspecified)	-1.5	37.1	-7.0	nt	-1.7	3.2	1.0	-10.0	-0.3	1.1
COc1cc(C(=O)NCC(c2cccs2)N2CCOCC2)cc(OC)c1OC (stereo unspecified)	-1.9	16.9	-3.6	0.3	-2.7	-4.5	2.4	-22.9	-1.1	-1.2
CCC(=NCCc1c(C)[nH]c2ccc(C)cc12)C1=C(O)CC(c2ccccc2)CC1=O (stereo unspecified)	0.7	-22.5	-2.0	6.2	-0.9	-0.5	-5.4	-2.8	-2.5	3.2
COc1ccc(S(=O)(=O)NCC2CCC(C(=O)NCCC(C)C)CC2)cc1 (stereo unspecified)	0.7	19.1	-1.1	0.5	-1.4	2.3	-3.1	-10.4	nt	3.8
O=C(Cn1c(NCCO)nc2ccccc21)c1cccs1	0.8	9.5	0.3	3.3	-0.2	-0.9	-1.6	-6.4	-1.7	2.0
CCC1CN(C(=O)NCc2ccccc2)c2cc(Cl)ccc2O1 (stereo unspecified)	-2.3	-30.6	0.9	-2.6	-0.5	1.6	-4.7	-1.6	-5.4	6.3
COC(=O)c1ccc(COC(=O)Cc2n[nH]c(=O)c3ccccc23)cc1	3.0	4.8	-6.3	14.1	-3.2	0.0	0.6	-8.5	-1.5	4.9
COc1ccc(-c2nc3n(n2)C(c2ccccc2)C2=C(CCCC2=O)N3)cc1OC (stereo unspecified)	0.0	7.6	-3.9	6.8	-2.8	-3.0	-3.2	-3.0	-2.6	-4.7
Nc1cc(Cl)ccc1C(=O)OCC(=O)N1CCOCC1	-0.3	-14.5	-2.4	-1.2	0.1	2.5	1.5	-5.6	13.4	8.8
O=C(/C=C/c1ccc(N2CCOCC2)cc1)c1ccccc1	-0.2	12.1	-30.5	-4.0	-3.0	-0.2	-3.2	-8.1	-0.6	6.0
CC(=O)NC1CCCC(NC(C)=O)C1 (stereo unspecified)	-0.1	-1.6	1.2	-10.2	0.4	-10.2	1.1	-1.8	5.8	8.1
CCOC(=O)Cc1cn2c(=O)cc(CSCC(=O)Nc3ccc(C)c(C)c3)nc2s1	-0.3	4.4	-4.3	1.7	-0.6	0.8	-1.5	-21.5	-0.5	4.8
CCOC(=O)C1CCCN(C(=S)Nc2ccc(C)cc2C)C1 (stereo unspecified)	-0.5	17.9	-4.9	-2.4	0.1	16.0	1.4	-0.3	-3.1	-2.2

2 records drawn at random from the list so far, as already listed:
SMILES	LANA DNA inh	SR-BI uptake up	Keap1 Nrf2 FP	Rtt109 HAT inh	CAL PDZ FP-1	PKA-R2B activ	DAGLB inhibitor	Cardiac RTF inh	CAL PDZ FP-2	RTF Ca sens act
CC1CCCC(NC(=O)COC(=O)c2ccc3ccccc3n2)C1C (stereo unspecified)	-1.5	37.1	-7.0	nt	-1.7	3.2	1.0	-10.0	-0.3	1.1
Nc1cc(Cl)ccc1C(=O)OCC(=O)N1CCOCC1	-0.3	-14.5	-2.4	-1.2	0.1	2.5	1.5	-5.6	13.4	8.8

Source: PubChem BioAssay (several laboratories)
